Compound activity as filed in PubChem.
BoNT-A LC inh2: BoNT/A light chain protease inhibitors, primary screen, biochemical, flow cytometry, MLPCN library; Botulinum neurotoxin type A light chain protease (Clostridium botulinum A str. ATCC 3502); multiplex microsphere protease substrate cleavage; inhibition, % at 10 µM; 360,000 tested, 0.17% active; further: plate controls were buffer without enzyme for full effect and enzyme alone for no effect
CCHF vOTU inh: CCHFV vOTU protease inhibitors, primary screen, biochemical, Pep-AMC substrate, fluorescence | AID 651958, 2012 | inhibition, % at 11.5 µM | 370,000 tested, 0.55% active; in the data active means inhibition above about 30%; further: 0% = vehicle wells with enzyme and 100% = no enzyme wells
Y pestis TopoI: Yersinia pestis topoisomerase I inhibitors, primary screen, biochemical, cleavage product accumulation, plate reader, single point. Y. pestis Topo-I cleavage product accumulation. activity, % at 10 µM. 360,000 tested, 0.064% active. AID 504884, 2011; in the data active means activity above about 50%, passing the limit was not always enough; inconclusive means no clear call, values can overlap the other calls; further: inactives centre near 2
BH1578 lux ind: inducers of Vibrio cholerae quorum light production without autoinducers, primary screen, BH1578 luxS cqsA deficient, single point; V. cholerae BH1578 lux reporter, luminescence, 6 h; AID 588436, 2011; activation, % at 18.7 µM; 350,000 tested, 0.16% active; in the data active means activation mostly above about 9.7%, no sharp cut-off; inconclusive means no clear call, values can overlap the other calls; inactive means mostly below about 3.7%; further: not every result past the cut was called active; inactives centre near 0; reference of the scale not given here
SARS 3CLpro inh: SARS-CoV 3CLpro protease inhibitors, primary screen, biochemical, quenched FRET | Replicase polyprotein 1ab (Severe acute respiratory syndrome coronavirus), P0C6X7 | recombinant SARS-CoV 3CLpro, quenched FRET peptide cleavage | inhibition, % at 6 µM | 290,000 tested, 0.14% active | AID 1706, 2009; in the data active means inhibition above about 12%
PriA SSB inh: inhibitors of Klebsiella pneumoniae PriA binding to SSB C-terminal tail, primary screen, biochemical, AlphaScreen; AID 1272365, 2023; AlphaScreen SSBct-PriA binding, biotinylated peptide; PriA–SSB C-terminal tail interaction (Klebsiella pneumoniae); inhibition, % at 33 µM; 430,000 tested, 0.6% active; in the data active means inhibition mostly above about 37%, no sharp cut-off; inactive means mostly below about 20%;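 further: plate controls were negative control peptide for no effect and reference peptide for full effect; strong numbers were not always called active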
PfHsp40 yeast: rescue of yeast from PfHsp40 toxicity, primary screen, S. cerevisiae, ATP luminescence. S. cerevisiae expressing PfHsp40, growth rescue. growth rescue, % at 12.5 µM. 340,000 tested, 0.68% active. AID 504582, 2011; in the data active means growth rescue above about 28%, passing the limit was not always enough; inconclusive means no clear call, values can overlap the other calls;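 further: yeast W303a lacking pdr1 and pdr3 grown in galactose medium; growth measured after three days at 30 °C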
DUSP3 inh: VHR1 phosphatase inhibitors, primary screen, biochemical, absorbance, uHTS | AID 1654, 2009 | recombinant VHR phosphatase, pNPP absorbance | 290,000 tested, 0.52% active | Dual specificity protein phosphatase 3 (Homo sapiens), P51452 | inhibition, % at 13.3 µM; in the data active means inhibition above about 50%; further: some compounds called inactive have numbers as strong as hits
Anthrax LF inh2: Bacillus anthracis LF protease inhibitors, primary screen, biochemical, multiplex microsphere, MLPCN library. 360,000 tested, 0.12% active. inhibition, % at 10 µM. multiplex microsphere protease cleavage assay. AID 588501, 2011; further: plate controls were buffer without enzyme for full effect and enzyme alone for no effect
TcdB inh: TcdB glycohydrolase inhibitors, primary screen, biochemical, single point, plate reader; Toxin B (Clostridioides difficile), P18177; TcdB glycohydrolase enzymatic assay; inhibition, % at 9.99 µM; 350,000 tested, 0.24% active; AID 652162, 2013; in the data active means inhibition above about 10%
Target sequence (P18177 whole entry, looked up): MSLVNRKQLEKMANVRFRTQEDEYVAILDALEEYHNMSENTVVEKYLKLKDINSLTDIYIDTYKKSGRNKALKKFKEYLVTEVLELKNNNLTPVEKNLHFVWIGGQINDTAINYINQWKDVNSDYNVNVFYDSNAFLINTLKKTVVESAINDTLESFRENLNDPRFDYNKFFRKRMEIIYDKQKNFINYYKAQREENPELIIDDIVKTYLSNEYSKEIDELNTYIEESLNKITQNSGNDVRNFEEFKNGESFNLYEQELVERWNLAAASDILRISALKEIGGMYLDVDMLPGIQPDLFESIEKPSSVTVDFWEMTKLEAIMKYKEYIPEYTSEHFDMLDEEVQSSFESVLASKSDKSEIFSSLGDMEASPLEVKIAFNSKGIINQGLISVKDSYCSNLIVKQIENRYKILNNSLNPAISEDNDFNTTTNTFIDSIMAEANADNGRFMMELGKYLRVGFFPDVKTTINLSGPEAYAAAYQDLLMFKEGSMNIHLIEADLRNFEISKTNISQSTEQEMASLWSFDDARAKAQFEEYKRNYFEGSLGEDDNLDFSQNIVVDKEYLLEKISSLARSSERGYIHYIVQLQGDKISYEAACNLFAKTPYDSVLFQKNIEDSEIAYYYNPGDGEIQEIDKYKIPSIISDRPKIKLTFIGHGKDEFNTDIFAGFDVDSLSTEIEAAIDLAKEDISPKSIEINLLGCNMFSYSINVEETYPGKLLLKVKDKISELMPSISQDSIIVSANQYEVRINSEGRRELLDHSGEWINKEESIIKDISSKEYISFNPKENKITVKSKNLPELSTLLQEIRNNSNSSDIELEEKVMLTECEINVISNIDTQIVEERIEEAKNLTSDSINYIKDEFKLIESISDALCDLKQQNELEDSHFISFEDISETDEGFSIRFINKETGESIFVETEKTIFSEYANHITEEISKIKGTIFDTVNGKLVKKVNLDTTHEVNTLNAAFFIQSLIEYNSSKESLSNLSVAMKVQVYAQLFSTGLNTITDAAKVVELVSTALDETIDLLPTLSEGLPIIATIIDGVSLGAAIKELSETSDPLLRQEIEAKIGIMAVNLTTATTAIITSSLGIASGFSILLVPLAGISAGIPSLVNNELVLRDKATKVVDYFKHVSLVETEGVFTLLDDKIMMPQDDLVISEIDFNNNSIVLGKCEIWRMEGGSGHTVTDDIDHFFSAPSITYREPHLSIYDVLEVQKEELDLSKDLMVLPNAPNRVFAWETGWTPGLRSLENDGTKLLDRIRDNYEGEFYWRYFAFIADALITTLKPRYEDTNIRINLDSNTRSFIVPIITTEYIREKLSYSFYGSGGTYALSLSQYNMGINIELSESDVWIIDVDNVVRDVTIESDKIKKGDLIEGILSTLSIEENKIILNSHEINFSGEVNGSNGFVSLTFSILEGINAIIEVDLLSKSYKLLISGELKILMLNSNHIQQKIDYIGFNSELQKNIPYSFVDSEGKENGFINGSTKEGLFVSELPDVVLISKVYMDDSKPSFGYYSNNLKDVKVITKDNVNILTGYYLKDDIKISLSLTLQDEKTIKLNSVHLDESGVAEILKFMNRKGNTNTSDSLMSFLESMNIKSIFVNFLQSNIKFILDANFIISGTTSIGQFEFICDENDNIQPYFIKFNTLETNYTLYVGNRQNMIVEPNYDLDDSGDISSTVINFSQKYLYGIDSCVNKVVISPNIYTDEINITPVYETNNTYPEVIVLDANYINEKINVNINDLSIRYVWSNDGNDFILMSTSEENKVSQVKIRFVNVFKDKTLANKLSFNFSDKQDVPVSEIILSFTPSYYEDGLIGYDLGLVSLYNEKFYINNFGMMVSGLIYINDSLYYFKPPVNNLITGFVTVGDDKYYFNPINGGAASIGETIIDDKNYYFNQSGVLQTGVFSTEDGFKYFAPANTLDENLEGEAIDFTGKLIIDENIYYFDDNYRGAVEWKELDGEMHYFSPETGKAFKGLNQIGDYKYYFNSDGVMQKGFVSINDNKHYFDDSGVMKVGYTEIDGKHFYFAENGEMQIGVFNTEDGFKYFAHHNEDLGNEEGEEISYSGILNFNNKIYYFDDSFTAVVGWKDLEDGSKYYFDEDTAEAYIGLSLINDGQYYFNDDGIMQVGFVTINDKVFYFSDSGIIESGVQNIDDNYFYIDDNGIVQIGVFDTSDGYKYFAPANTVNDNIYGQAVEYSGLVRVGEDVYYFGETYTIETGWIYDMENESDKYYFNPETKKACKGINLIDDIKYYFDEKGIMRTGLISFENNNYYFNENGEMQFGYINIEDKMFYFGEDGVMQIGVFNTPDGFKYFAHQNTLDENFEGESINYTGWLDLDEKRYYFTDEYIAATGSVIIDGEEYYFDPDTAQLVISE
* marks the source's active call; other numbers are inactive results; i = inactive; ? = inconclusive; . = no result given. Unless noted, no stated cut-off is given here; in the data, active means inhibition above about 30%; inconclusive means no clear call, values can overlap the other calls; inactive means below that. Not all compounds are listed; the hit share may differ from the screen's.

Sequence of screens – PriA SSB inh	SARS 3CLpro inh	Anthrax LF inh2	Y pestis TopoI	BH1578 lux ind	CCHF vOTU inh	BoNT-A LC inh2	PfHsp40 yeast	DUSP3 inh	TcdB inh
COC(=O)c1ccc(NC(=S)NNC(=O)c2ccccc2)cc1
→ -8	4	8	-3	-0.1	9	0.0	0.3	4	-0.1
CCCN1CCN(C(=O)c2c(Cl)cnn2C)CC1
→ -1	4	-1	-3	i	-6	-0.3	0.1	6	-0.3
Cc1ccccc1C(=O)N1CCC(C(=O)NN2C(=O)NC3(CCCCC3)C2=O)CC1
→ -15	.	1	-1	i	12	-0.4	-0.8	.	-0.1
CC1(C)CCSC(/C=C/c2ccccc2)=N1
→ -9	1	-5	-7	i	-8	0.4	-0.5	28	0.2
S=C(NCCc1c[nH]c2ccccc12)NC1CC1
→ 7	1	0	2	i	-5	-0.9	0.2	9	1.9
O=C(O)Cc1ccc(NC(=O)c2cccc(NC(=O)c3ccco3)c2)cc1
→ -21	5	-3	5	-1.0	5	-0.4	-0.9	-4	0.3
CC1CN(Cc2nc3c(c(=O)n(C)c(=O)n3C)n2CCN2CCOCC2)CC(C)O1 (stereo not given)
→ -8	2	7	1	-0.5	-1	2.9	0.3	10	.
Cc1ccc(-c2cn(-c3ccc(OC(F)F)cc3)c3[n+]2CCCCC3)cc1
→ -16	7	-5	3	i	10	0.2	0.4	25	-1.7
Cc1ccc(-c2nc3ncccn3c2Nc2ccc3c(c2)OCCO3)o1
→ 8	-2	-12	0	-1.4	7	-3.2	0.6	29	.
O=C(NCCO)C(=O)c1c(-c2ccccc2)cc2ccccn12
→ -5	-3	-10	2	-0.4	-5	-0.4	-0.1	18	0.4
CCN(CC)S(=O)(=O)c1cnccc1N1CCN(c2cccc(Cl)c2)CC1
→ -8	3	-2	-5	-0.1	3	-0.7	12	0	.
COc1ccc(C2=NOC(Cn3nc(C(=O)O)cc3-c3ccccc3)C2)cc1 (stereo not given)
→ 9	-5	-5	8	-0.4	-3	0.9	23	33	0.1
O=C1c2cccnc2C(=O)N1C1CCCCC1
→ -16	-4	-1	-2	-0.2	-25	2.3	0.0	41	1.0
Cc1cccc(C)c1NC1=NC(=S)N(c2ccc(N(C)C)cc2)C1(C)C
→ 14	2	-4	8	-0.8	28	0.3	-1.6	10	.
CS(=O)(=O)N(CC(=O)N1CCc2ccccc2C1)c1cccc([N+](=O)[O-])c1
→ -10	-1	-6	2	-0.1	12	0.8	-0.7	9	0.7
Cn1c(=O)oc2cc(S(=O)(=O)NCCC(=O)NCc3ccc(F)cc3)ccc21
→ -4	1	-3	0	1.1	5	-1.7	-1.1	6	-1.7
CCCCOC(=O)c1ccc(NC(=O)COC(=O)c2ccc3ncsc3c2)cc1
→ 2	.	0	18	4.5	17	-4.8	7.8	.	2.4
CC(C)CCNC(=O)[C@@H](Cc1ccccc1)NC(=O)CC[C@H]1O[C@@H](n2ccc(=O)[nH]c2=O)[C@H](O)[C@@H]1O
→ .	.	1	.	.	-4	1.1	.	.	1.9
Cc1sc2nc3n(c(=O)c2c1C)CCCS3
→ -8	4	4	-2	i	9	0.8	16	-8	.
CCN1CCN(c2ccc(N=Cc3ccccc3O)cc2)CC1
→ 5	1	4	-17	-0.5	4	-1.6	-0.8	9	-11

Molecules shown so far with a COOH group:
Sequence of screens – PriA SSB inh	SARS 3CLpro inh	Anthrax LF inh2	Y pestis TopoI	BH1578 lux ind	CCHF vOTU inh	BoNT-A LC inh2	PfHsp40 yeast	DUSP3 inh	TcdB inh
O=C(O)Cc1ccc(NC(=O)c2cccc(NC(=O)c3ccco3)c2)cc1
→ -21	5	-3	5	-1.0	5	-0.4	-0.9	-4	0.3
COc1ccc(C2=NOC(Cn3nc(C(=O)O)cc3-c3ccccc3)C2)cc1 (stereo not given)
→ 9	-5	-5	8	-0.4	-3	0.9	23	33	0.1

(more compounds)
Sequence of screens – PriA SSB inh	SARS 3CLpro inh	Anthrax LF inh2	Y pestis TopoI	BH1578 lux ind	CCHF vOTU inh	BoNT-A LC inh2	PfHsp40 yeast	DUSP3 inh	TcdB inh
CCN(C(=O)/C=C/c1ccc(OC)cc1)C1CCCCC1
→ 7	-4	-2	26	-0.3	-4	1.0	1.6	9	1.9
CC1(C(=O)NS(=O)(=O)c2ccc(C#N)cc2)CCN1C(=O)C1(c2ccccc2)CCCC1 (stereo not given)
→ .	.	1	-6	-0.5	0	0.1	.	.	-0.3
Cc1ccc(S(=O)(=O)N2CCC(C(=O)N[C@H](C(=O)NC3CCS(=O)(=O)C3)C(C)C)CC2)cc1 (stereo not given in full)
→ -1	-5	1	0	.	-1	0.2	-1.0	-4	.
COc1ccc(S(=O)(=O)N(C)CC(=O)N2CCC(C(N)=O)CC2)cc1Cl
→ -3	-1	0	2	i	6	?	-0.6	-11	.
CC(C)(CO)NCC(=O)Nc1cc(C(F)(F)F)cc(NC(=O)CNC(C)(C)CO)c1Cl
→ -2	-4	-1	1	-0.3	5	-1.4	-2.3	-3	.
C/C(=N\NC(=O)c1ccccc1C)c1ccc(NC(=O)c2cccs2)cc1
→ .	-2	-10	-2	-2.8	0	-0.4	0.7	34	.
Cc1ccc(C(=O)Nc2ccc(N3CCN(C)CC3)cc2)cc1
→ -8	-4	4	-2	-0.7	-4	-2.4	-1.4	17	-9.9
CCN(CC)S(=O)(=O)c1ccc(Cl)c(C(=O)OCC(=O)c2c(N)n(C)c(=O)n(C)c2=O)c1
→ -8	7	-4	-12	0.1	-6	-1.1	-1.2	0	0.9
O=C(CCN1CCc2ccccc2C1)Nc1ccc2c(c1)OCO2
→ 5	1	3	10	-0.5	-1	0.8	2.2	2	.
Cn1ncc(Cl)c(Oc2ccccc2)c1=O
→ -4	7	-3	8	1.4	.	-0.2	1.6	6	1.6
Cc1ccc(CC(=O)OC(C)C(=O)NC2CCCCC2C)cc1C (stereo not given)
→ 1	.	-4	9	i	-1	-0.6	-1.3	.	-0.3
COc1ccc(OC)c(NC(=O)CS(=O)(=O)Cc2ccccc2)c1
→ -7	-3	-3	3	0.0	-2	-0.4	-0.2	21	-0.6
COCCN1C2=C(C(=O)CC(C)(C)C2)C(c2ccc(O)c(OC)c2)C2=C1CC(C)(C)CC2=O
→ 1	-2	2	6	-2.3	-5	?	0.8	6	-3.9
O=C(CN1C(=O)NC(CCc2ccccc2)C1=O)Nc1cccc(Br)c1 (stereo not given)
→ -2	.	2	-10	0.0	-6	0.2	0.1	.	0.0
CCCCC[C@H](C)N1C[C@@H](COCc2ccccc2)Oc2cc(N3CC[C@H](N(C)C)C3)ccc2S1(=O)=O
→ .	.	-11	.	.	3	0.3	.	.	0.9
CCOc1ccccc1NC(=O)c1cccc2ccccc12
→ -39	3	.	8	-0.9	-1	.	1.0	11	-0.5
CS(=O)(=O)N1CCN(C(=O)C2c3ccccc3Oc3ccccc32)CC1
→ 5	-2	-2	2	1.0	.	-0.8	1.4	-8	1.5
CCOC(=O)C1(C)CCN1C(=O)c1csnn1 (stereo not given)
→ .	.	-6	1	i	-13	0.2	.	.	-0.1
COc1ccc(CCN(C)C(=O)CCc2nnc(-c3ccccc3)o2)cc1OC
→ -25	5	0	1	i	10	0.2	0.4	12	-6.6
CC1=C(C(=O)OC(C)C)C(c2ccccn2)n2ncnc2N1 (stereo not given)
→ -12	4	1	1	-0.3	13	0.6	-0.7	-2	-0.5
CCOC(=O)CNC(=O)CSc1ccc2nnc(-c3cccnc3)n2n1
→ 3	0	-1	1	i	-15	-0.1	-0.9	18	1.3
Cc1ccc2nc(-c3ccc4c(c3)NC(=O)CO4)cn2c1
→ -15	-1	-4	5	i	-7	-1.0	0.7	1	3.2
CCOC(=O)c1ccc(NC(=S)N2CCN(S(C)(=O)=O)CC2)cc1
→ -15	-4	-3	4	5.9	-2	-0.6	-1.6	42	.
Cc1ccc(NC(=O)CN2CCN(S(=O)(=O)c3ccc(F)cc3)CC2)cc1C
→ 0	.	-9	35	-2.0	15	0.1	0.7	.	1.6
CCOc1cccc(CNc2ccc(O)cc2)c1OCc1ccccc1Cl
→ 33	1	-6	0	-0.2	44*	-0.6	-0.5	-16	.
Cc1ccc(S(=O)(=O)Cn2nnnc2C(c2ccccc2)N2CCN(c3ncccn3)CC2)cc1 (stereo not given)
→ 0	0	2	4	-0.3	0	1.0	3.6	-10	.
CCCC(=O)NC(Nc1ccccc1OC)C(Cl)(Cl)Cl (stereo not given)
→ 2	6	-1	-3	-1.8	-5	-1.0	-0.5	49	0.5
Cc1ccc(NC(=O)CN2C(=O)S/C(=C/c3ccc(-c4cccc(C(=O)O)c4)o3)C2=O)cc1
→ -16	-2	-3	-13	0.4	-9	0.8	0.2	114	2.1
CC(C)C[C@H]1CN([C@@H](CC(C)C)CN2CCC[C@@H]2CN2C(=S)NC[C@@H]2Cc2ccc(O)cc2)C(=S)N1CC1CCCCC1
→ .	.	-3	.	.	26	-0.7	.	.	0.5
CC1CN(C2=CC(=O)CCC2)CC(C)O1 (stereo not given)
→ 2	0	1	1	.	-12	-0.6	-2.0	0	1.6
CCS(=O)(=O)N1CCC(C(=O)Oc2ccc(C(=O)OC)cc2)CC1
→ 4	0	-2	-10	-0.3	-16	1.2	0.3	5	1.6
CCOC(=O)C(=O)N1CCC(C(=O)OCC)CC1
→ -5	4	-2	12	5.3	-5	-0.5	-2.0	-8	1.0
COc1ccc(C(=O)Nc2ncc3c(n2)-c2ccccc2CC3)cc1
→ -11	0	-4	-3	-0.3	18	-0.8	1.9	25	.
Cc1nc2ccccc2n1C1CCN(CC(=O)Nc2ccccc2Br)CC1
→ -9	3	0	19	i	-1	-0.3	-1.0	0	0.9
Cc1ccc(/C=N/n2c(C)cc(C)c(C#N)c2=O)cc1
→ .	4	-18	-4	-0.5	3	-0.4	-0.4	4	.
CC(C)NC(=O)c1ccc(CS(=O)(=O)c2ccc(Br)cc2)o1
→ -10	-6	2	5	-0.2	0	0.2	0.3	25	0.8
Cc1nc2cc(OCc3cc(C(=O)NC(C)c4cn(C)nc4C)no3)ccc2s1 (stereo not given)
→ -1	1	-2	20	.	8	-3.7	-1.4	24	0.7
Cc1ccc(C)c(NC(=O)CCN2CCCC(C)C2)c1 (stereo not given)
→ 8	-5	-16	-1	i	2	?	-0.7	46	2.7
O=C1CC(c2cccc(Cl)c2)c2cc3c(cc2N1)CCC3 (stereo not given)
→ 0	4	1	1	-5.0	-4	-3.9	11	20	1.2
COCCC(=O)N1CCC(Oc2ccc(C(=O)N(C)CCCC3CCCC3)cc2)CC1
→ -1	8	-2	29	-3.1	-6	-1.5	0.0	6	0.0
O=C1CSC(c2cccc([N+](=O)[O-])c2)N1Cc1ccccc1 (stereo not given)
→ -2	5	-4	-11	-0.6	5	-0.6	1.2	63	0.9
CC1(C)CC(=O)C/C(=N/NC(=O)COc2ccc(Cl)cc2Cl)C1
→ .	0	0	-5	-0.5	2	-0.3	-0.3	-10	0.2
COc1ccc(CSCC(=O)Nc2ccc(S(=O)(=O)N3CCCCCC3)cc2)cc1
→ -9	4	1	33	-0.3	-12	-0.3	11	5	.
